# Rv3671c protease: Rv3671c (M. tuberculosis) protease inhibition; 0.048% of 320,000 active; inhibition, % at 5.96 µM; P9WHR9; in the data active means inhibition above about 38%;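 further: extracellular domain of Rv3671c used as enzyme; 0% = enzyme with DMSO and 100% = no enzyme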
# Target sequence (P9WHR9 whole entry, looked up, the tested form may be a part): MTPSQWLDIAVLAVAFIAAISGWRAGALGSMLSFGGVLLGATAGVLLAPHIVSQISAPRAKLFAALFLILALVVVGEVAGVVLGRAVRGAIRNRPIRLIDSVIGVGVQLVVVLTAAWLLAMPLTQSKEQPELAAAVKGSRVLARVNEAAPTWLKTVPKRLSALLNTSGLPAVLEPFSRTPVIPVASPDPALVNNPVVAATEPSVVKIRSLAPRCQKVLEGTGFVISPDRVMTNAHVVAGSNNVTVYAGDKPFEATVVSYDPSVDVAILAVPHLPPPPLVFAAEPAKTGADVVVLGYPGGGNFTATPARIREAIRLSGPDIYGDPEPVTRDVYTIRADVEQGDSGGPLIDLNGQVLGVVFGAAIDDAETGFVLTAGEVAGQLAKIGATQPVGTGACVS
# MazF activator: MazEF (E. coli) toxin RNase activation | activation, % at 20 µM | P0AE70 | 0.32% of 350,000 active | FAM/BHQ RNA-DNA oligo cleavage fluorescence, 5 h; in the data active means activation above about 50%
# Target sequence (P0AE70 whole entry, looked up): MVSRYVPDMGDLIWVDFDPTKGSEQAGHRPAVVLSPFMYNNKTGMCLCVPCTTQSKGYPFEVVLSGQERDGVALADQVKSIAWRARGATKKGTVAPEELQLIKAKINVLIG
# CCHFV vOTU inh: blocks the CCHF virus ovarian tumor domain protease; CCHFV vOTU protease, Pep-AMC fluorescence; inhibition, % at 11.5 µM; 0.55% of 370,000 active; further: 0% = vehicle wells with enzyme and 100% = no enzyme wells
# Mtb BioA inh: blocks M. tuberculosis BioA enzyme activity. purified M. tuberculosis BioA enzyme, plate reader. inhibition, % at 9.99 µM. 0.096% of 360,000 active. AID 602481; in the data active means inhibition above about 40%; inconclusive means no clear call, values can overlap the other calls
# FadD28 binding: M. tuberculosis FadD28 bisubstrate binding inhibition | FadD28 bisubstrate probe binding, fluorescence polarization | inhibition, % at 12.5 µM | 0.22% of 360,000 active | AID 588549; in the data active means inhibition above about 8.5%, passing the limit was not always enough; inconclusive means no clear call, values can overlap the other calls
# GDH-TPI counter: GDH-TPI coupled enzyme inhibition counter-screen; GDH-TPI coupled enzyme counterscreen, NADH absorbance; inhibition, % at 4.8 µM; 1.2% of 360,000 active; AID 588335;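 further: 0% = DMSO wells and 100% = wells lacking the enzyme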
# Mtb UGM inh: Mtb UDP-galactopyranose mutase inhibition; purified UGM, fluorescence polarization probe displacement; P9WIQ1; inhibition, % at 10 µM; 0.06% of 320,000 active; in the data active means inhibition above about 10%, passing the limit was not always enough; inconclusive means no clear call, values can overlap the other calls
# DUSP3 inh: inhibitors of human VHR1 phosphatase (DUSP3). P51452. recombinant VHR phosphatase, pNPP absorbance. inhibition, % at 13.3 µM. 0.52% of 290,000 active; in the data active means inhibition above about 50%; further: some compounds called inactive have numbers as strong as hits
# Target sequence (P51452 whole entry, looked up): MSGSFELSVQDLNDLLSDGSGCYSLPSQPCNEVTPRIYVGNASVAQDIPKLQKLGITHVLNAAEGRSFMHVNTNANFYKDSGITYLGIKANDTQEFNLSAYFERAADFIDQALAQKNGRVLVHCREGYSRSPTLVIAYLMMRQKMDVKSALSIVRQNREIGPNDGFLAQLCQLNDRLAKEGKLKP
# FBA Mtb inh: Mtb fructose-bisphosphate aldolase inhibition; P9WQA3; 2.3% of 360,000 active; AID 588726; inhibition, % at 1 µM; purified M. tuberculosis FBA, fluorescence read-out; in the data active means inhibition above about 27%;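 further: 0% = vehicle and 100% = reference inhibitor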
# Target sequence (P9WQA3 whole entry, looked up): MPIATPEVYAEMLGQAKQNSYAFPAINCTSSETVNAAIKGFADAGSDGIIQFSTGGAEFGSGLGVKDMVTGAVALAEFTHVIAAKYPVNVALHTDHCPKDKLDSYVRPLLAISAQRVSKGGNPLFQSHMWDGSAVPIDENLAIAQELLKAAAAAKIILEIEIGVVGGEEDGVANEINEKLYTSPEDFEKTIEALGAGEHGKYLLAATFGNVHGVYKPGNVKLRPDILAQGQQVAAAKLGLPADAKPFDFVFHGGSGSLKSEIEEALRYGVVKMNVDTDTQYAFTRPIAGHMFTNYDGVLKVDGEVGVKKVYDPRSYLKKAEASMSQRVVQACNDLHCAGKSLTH
# BoNT F protease: blocks Botulinum neurotoxin F light chain protease | 0.22% of 360,000 active | Multiplex microsphere protease cleavage assay, flow cytometry | inhibition, % at 10 µM; in the data active means inhibition above about 35%, passing the limit was not always enough; inconclusive means no clear call, values can overlap the other calls; further: plate controls were buffer without enzyme for full effect and enzyme alone for no effect
# An asterisk follows results filed as active; ? = inconclusive; nt = no result given; & = joins results of further samples. Unless noted, no stated cut-off is given here; in the data, active means inhibition above about 30%; inactive means the rest.
SMILES,Rv3671c protease,MazF activator,CCHFV vOTU inh,Mtb BioA inh,FadD28 binding,GDH-TPI counter,Mtb UGM inh,DUSP3 inh,FBA Mtb inh,BoNT F protease
O=C(O)c1cccc(N2C(=O)CSC2c2ccccc2)c1 (stereo not drawn),-3,3,-11,-0.9,-0.8,-5,1.6,24,0,4
Cc1ccc(C2(c3ccccc3)NC(=O)N(CC(=O)N3CC(=O)Nc4ccccc43)C2=O)cc1C (stereo not drawn),-6,-2,11,-0.5,-3.2,0,nt,nt,-1,-8
NC(=S)N=Nc1c(O)n(CCCl)c2ccc(Cl)cc12,13,6,9,-0.3,-2.1,18,-0.6,-1,-12,-6
O=S(=O)(c1ccccc1)N1CCNCC1,3,1,-13,nt,-1.9,-12,0.6,nt,8,?
CC1=C(C(=O)OCCOC(C)C)C(c2cc3c(cc2Br)OCO3)C2=C(CCCC2=O)N1 (stereo not drawn),4,6,7,0.0,1.3,3,0.9,21,4,-3
COc1ccccc1C1CC(c2ccc(Cl)cc2Cl)Nc2nc(N)nn21 (stereo not drawn),7,5,3,-0.1,-2.9,-1,0.9,25,0,-10
O=C(CCc1ccccn1)N1CCCC(N2CCN(c3ccc(F)cc3)CC2)C1 (stereo not drawn),nt,2,-1,1.7,-0.2,1,nt,13,0,4
CN1C(CC(=O)Nc2ccc(Cl)cc2Cl)c2ccccc2CC1(C)C (stereo not drawn),-1,0,-4,-1.9,-2.6,17,-0.1,32,1,-2
COc1ccc(C(=O)NC23CC4CC(CC(C4)C2)C3)cc1,3,10,-5,-1.2,-1.8,-3,-1.9,5,1,-10
Cn1c(NCCN2CCCC2)nc2cc(-c3ccccc3)sc2c1=O,nt,nt,-5,0.3,-12,4,nt,nt,6,-8
CC(=O)NC1=NN(C(C)=O)C(c2ccc(C(C)C)cc2)S1 (stereo not drawn),2,3,-3,-1.1,-1.1,7,0.9,-5,-2,11
COc1cc(NC(=O)c2cc([N+](=O)[O-])ccc2NC(=O)CNC2CCCCC2)cc(OC)c1,6,8,18,-0.6,-1.2,8,0.3,21,-4,-1
C[C@H]1CN([C@@H](C)CO)C(=O)Cc2cc(NS(=O)(=O)c3ccc(Cl)cc3)ccc2O[C@@H]1CN(C)C(=O)Nc1cccc2ccccc12,3,-1,-9,4.0&0.1,-0.9,-15,nt,nt,16,2
CCOP(=O)(OCC)C(NC(=O)Nc1ccc(Cl)c(Cl)c1)C(N)=O (stereo not drawn),-11,-1,-4,nt,-0.3,-3,-0.1,1,2,2
COc1ccc(N2CCN(C(c3cccc(OC)c3OC)c3nnnn3C3CCCC3)CC2)cc1 (stereo not drawn),-5,-9,5,0.6,0.2,-8,-2.1,3,-2,?
COc1cccc(NC(=O)C2CCN(S(=O)(=O)c3ccc4c(c3)N(C(C)=O)CCO4)CC2)c1,5,3,7,2.4,1.3,-1,0.9,6,0,-6
C[C@H]1CN([C@@H](C)CO)C(=O)CCCn2cc(nn2)CO[C@@H]1CN(C)C(=O)NC1CCCCC1,nt,nt,-10,-0.3&-1.5,-1.3,nt,nt,nt,-1,-3
CCOc1ccc(NC(=O)c2cc(F)c(F)cc2Cl)cc1OCC,0,6,-15,nt,-2.3,-5,3.1,16,-1,-12
Cc1ccc2nc(-c3ccc(C#N)cc3)c(Cc3ccccn3)n2c1,nt,nt,-5,4.1,-2.8,nt,nt,nt,61*,2
O=C(Nc1ccccc1Cl)/C(Cl)=C(\Cl)S(=O)c1ccccc1 (stereo not drawn),-44,15,0,nt,-4.6,0,-2.3,1,-3,2
CCCC(=O)Nc1ccc2c(c1)Cc1ccccc1-2,-9,10,13,0.3,-4.7,-5,1.5,-13,-1,23
Cc1cc(Cl)c2oc(C(=O)NCCN3CCCCC3CO)c(C)c2c1 (stereo not drawn),-7,2,4,-0.8,-2.5,-15,-1.4,8,2,-2
CCN1C[C@@]2(COC)C3[C@@H](OC)[C@H]4[C@@H]1[C@@]3(C1C[C@@]3(O)[C@H](OC(=O)c5ccccc5)C1[C@]4(OC(C)=O)[C@@H](O)[C@H]3OC)[C@@H](OC)C[C@H]2O (stereo partly drawn),-5,5,nt,-1.0,-1.0,2,-2.9,nt,0,-1
CCOC(=O)C1=C(C)N(C[C@@H]2CC[C@@H](Cc3ccc4cc(OC)ccc4c3)O2)C(=O)NC1c1ccccc1 (stereo partly drawn),nt,2,9,0.0,-0.1,-7,nt,nt,0,3
Cc1cc(C)c2c(CN3CC(C)OC(C)C3)cc(=O)oc2c1C (stereo not drawn),0,8,-10,0.3,-0.3,-4,0.5,-7,0,-3
C=C(C)COc1ccc(-c2ncnc(C(F)(F)F)c2-c2ccc(OC)cc2)c(O)c1,-9,-8,10,-0.1,nt,-3,0.9,-12,0,1
CCCCn1c(N)c(N(CC(C)C)C(=O)CCCSc2nncs2)c(=O)[nH]c1=O,-1,6,-12,-2.8,-5.5,-7,-0.4,-12,-3,0
O=C(NCCc1ccccc1)C1CCN(C2CCN(Cc3ccco3)CC2)CC1,-2,12,-6,1.2,-3.1,-3,0.2,22,-6,-4
CCn1c(/C=C2\C(=O)Nc3ccccc32)nc2ccccc2c1=O,-6,-6,6,nt,-1.7,15,-2.4,-5,5,-16
COC(=O)CCNC(=O)Cn1cnc2sc3c(c2c1=O)CCCC3,-15,7,-5,nt,0.2,5,-1.3,8,0,-3
COc1ccc(NC(=O)C2CCN(S(=O)(=O)c3ccc4c(c3)NC(=O)CO4)CC2)cc1,6,4,-7,-0.6,-0.7,5,-3.0,-12,-1,1
Cc1cc(C)c(CN2CCN(C(=O)Cn3ccc(NC(=O)OCc4ccccc4)nc3=O)CC2)c(C)c1,-4,21,2,-0.1,-2.4,3,-2.9,nt,0,-5
C[n+]1cccc(C(=O)[O-])c1,1,0,-7,-1.0,-0.1,1,3.7,nt,8,-27
COc1ccc(CCNC(=O)c2cccc(NS(=O)(=O)c3ccccc3F)c2)cc1OC,4,-1,16,0.2,-1.1,8,-0.5,-2,3,5
COc1cc(/C=C2/C(=O)ON=C2c2ccccc2)ccc1O,-8,-109,-2,1.0,0.0,37*,3.1,-1,-1,-9
O=C(COC(=O)c1ccc(O)cc1O)NC(=O)Cc1ccccc1,nt,5,1,14,1.3,5,nt,nt,-1,-12
O=C(Nc1nnc(C2CC2)s1)C1=NN(C2CCS(=O)(=O)C2)C(=O)CC1 (stereo not drawn),5,3,1,nt,-1.4,3,-0.5,15,6,-2
O=C(c1cc(-c2ccncc2)nc2c(Cl)cccc12)N1CCN(c2ccccc2F)CC1,-2,nt,2,-1.0,-3.0,-2,0.0,1,0,-9
CCCCn1nc(CC(=O)NCCN(CC)CC)c2ccccc2c1=O,-2,10,3,nt,-1.8,4,-1.2,17,2,3
Cc1c(C(=O)Nc2ccccc2F)sc2ncn(CC(=O)N3CCOCC3)c(=O)c12,0,4,-12,0.3,-0.6,5,-1.2,5,0,-3
Cc1cc(NC(=O)COC(=O)Cn2c(C)csc2=O)ccc1Br,-2,2,7,4.7,-5.4,-5,-0.5,1,-2,-4
COc1ccc2cc(C3=CC(=O)C[C@H](c4ccc5c(c4)OCO5)C3)ccc2c1,-33,-15,3,-1.2,-1.6,17,-1.8,nt,2,1
O=C(c1c(F)cccc1F)N(Cc1cccs1)C1CCCC1,2,4,-9,0.4,-1.3,0,0.4,19,1,-8
C1CN=C(NC23CC4CC(CC(C4)C2)C3)C1,-2,-4,-13,nt,2.0,3,2.8,-8,2,-10
CCOc1ccc(C(=O)Nc2ccc(N3CCCC3)cc2)cc1,6,-4,5,nt,-7.1,16,-0.8,0,-2,-40
Cc1cccc(C)c1OCc1cc(C(=O)N2CCCCCCC2)no1,-6,0,20,-0.4,-0.4,7,-1.6,20,1,-8
O=C(NCCOc1ccc(Cl)cc1)C1CC(=O)N(c2ccc3c(c2)OCCO3)C1 (stereo not drawn),0,12,2,-0.4,-3.4,4,-0.1,nt,-1,-1
Cc1ccc(C2Nc3ccccc3C(=O)N2CCCN2CCOCC2)cc1 (stereo not drawn),2,8,-66,nt,-1.5,5,2.5,-4,59*,nt
O=C(NN1C(=O)c2ccccc2NC1c1cccnc1)c1ccc([N+](=O)[O-])cc1 (stereo not drawn),4,-6,-6,0.4,0.8,3,-1.7,-1,6,-1
Cc1cc(NS(=O)(=O)c2ccc(NC(=O)/C=C/c3ccccc3)cc2)nc(C)n1,1,2,6,1.0,-5.6,12,-1.4,nt,2,-4
CN(Cc1nc(-c2cnccn2)no1)CC(O)c1ccccc1 (stereo not drawn),2,2,-22,nt,-3.6,-6,-3.2,22,-3,-3
CCCCCCCNC(=O)C1(CC2CC(c3ccc(Cl)cc3)=NO2)CCN(C(=O)C2CCCC2)CC1 (stereo not drawn),-1,1,4,0.4,-1.3,3,-1.1,-3,6,-1
Cc1ccc(-c2ccc(CN3C(C(C)C)C(=O)N(Cc4cn(CC5CCCCC5)nn4)CCS3(=O)=O)cc2)cc1 (stereo not drawn),nt,-3,22,-0.3,-2.0,1,nt,nt,1,0
O=C(CC1N=C2c3ccccc3N=C(SCc3ccc(F)cc3)N2C1=O)NCc1ccco1 (stereo not drawn),-8,10,-7,2.6,-2.6,5,-0.5,-15,4,-1
CC(=O)Nc1ccc(S(=O)(=O)N2CCN(Cc3csc(C)n3)CC2)cc1,-6,0,-4,-1.2,-0.6,2,-1.1,23,0,-4
Cc1ccccc1C1NC(c2ccccc2C)C(C)C(=O)C1C (stereo not drawn),2,8,-13,-0.5,-0.8,4,-1.4,20,2,7
Cc1cc(C)cc(N(C(=O)c2csnn2)C(C(=O)NC(C)(C)C)c2cccnc2)c1 (stereo not drawn),8,4,5,nt,-2.2,-3,-1.4,23,2,-5
CCOC(=O)C(c1ccccc1)C(Nc1cc(C(F)(F)F)cc(C(F)(F)F)c1)c1ccccn1 (stereo not drawn),2,8,5,nt,-3.4,0,-4.6,4,1,-4
Cn1c(=O)c(=O)n(C)c2cc(S(=O)(=O)N3CCCC3C(=O)NCc3cccs3)ccc21 (stereo not drawn),7,6,-8,0.7,-3.4,0,0.7,17,4,-5
CCOC(=O)c1cc(C#N)c(SCC(=O)O)[nH]c1=O,10,17,-8,nt,-3.1,17,9.3,17,43*,-3

# Six entries from above, with values under each structure:
# Results follow in this order: Rv3671c protease, MazF activator, CCHFV vOTU inh, Mtb BioA inh, FadD28 binding, GDH-TPI counter, Mtb UGM inh, DUSP3 inh, FBA Mtb inh, BoNT F protease
CCOC(=O)C1=C(C)N(C[C@@H]2CC[C@@H](Cc3ccc4cc(OC)ccc4c3)O2)C(=O)NC1c1ccccc1 (stereo partly drawn)
    nt, 2, 9, 0.0, -0.1, -7, nt, nt, 0, 3
Cc1cc(C)c2c(CN3CC(C)OC(C)C3)cc(=O)oc2c1C (stereo not drawn)
    0, 8, -10, 0.3, -0.3, -4, 0.5, -7, 0, -3
C=C(C)COc1ccc(-c2ncnc(C(F)(F)F)c2-c2ccc(OC)cc2)c(O)c1
    -9, -8, 10, -0.1, nt, -3, 0.9, -12, 0, 1
CCCCn1c(N)c(N(CC(C)C)C(=O)CCCSc2nncs2)c(=O)[nH]c1=O
    -1, 6, -12, -2.8, -5.5, -7, -0.4, -12, -3, 0
O=C(NCCc1ccccc1)C1CCN(C2CCN(Cc3ccco3)CC2)CC1
    -2, 12, -6, 1.2, -3.1, -3, 0.2, 22, -6, -4
CCn1c(/C=C2\C(=O)Nc3ccccc32)nc2ccccc2c1=O
    -6, -6, 6, nt, -1.7, 15, -2.4, -5, 5, -16

# Further structures follow.
SMILES,Rv3671c protease,MazF activator,CCHFV vOTU inh,Mtb BioA inh,FadD28 binding,GDH-TPI counter,Mtb UGM inh,DUSP3 inh,FBA Mtb inh,BoNT F protease
COc1ccc(-c2nnc3ccc(SCC(N)=O)nn23)cc1OC,-1,3,-13,-0.3,-0.6,10,3.5,22,0,14
CC(C)CCNC(=O)NC(=O)CSc1nnc(-c2ccccc2Br)o1,-5,-6,-7,-2.0,1.3,5,-1.0,14,2,-6
COc1ccc(-c2noc(=O)n2Cc2ccccc2Cl)cc1,1,-4,3,-1.2,-3.0,2,2.6,-18,0,-7
O=C(Nc1ccc(Nc2ccccc2)cc1)c1ccco1,0,-2,6,7.2,0.2,23,-2.6,2,-1,-48

# Source: PubChem BioAssay (several laboratories)
